Screens: PubChem BioAssay, several laboratories
Peg3 promoter: reduces Peg3 promoter-driven luciferase expression in HeLa; HeLa PEG-Prom luciferase reporter, luminescence, overnight; actives 1.7% (n = 360,000); inhibition, % at 20 µM;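 active = inhibition of at least 50% at 20 µM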
Vif inh: HIV Vif inhibition | HEK293T cells, Vif self-association by quenched fluorescence, imaging, 24 h | inhibition, % at 7.49 µM | actives 0.35% (n = 340,000) | AID 602346; in the data active = inhibition above about 50%, passing the limit was not always enough; inconclusive = no clear call, values can overlap the other calls; inactive = below about 31%; note: some results filed as inactive read as strong as hits
NR2E3 ag-1: activates human photoreceptor nuclear receptor NR2E3. Q9Y5X4. GST-NR2E3/biotin-RetCOR TR-FRET, 1536-well. inhibition of corepressor binding, % at 4.78 µM. actives 0.12% (n = 320,000). AID 2300;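 active = percent inhibition above the cutoff of mean plus 3 SD of all tested compounds, set per screening campaign, cut at about 20% in these data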;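 note: 0% = DMSO wells and 100% = biotin wells as full block of FRET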
Target sequence (Q9Y5X4 whole entry, looked up): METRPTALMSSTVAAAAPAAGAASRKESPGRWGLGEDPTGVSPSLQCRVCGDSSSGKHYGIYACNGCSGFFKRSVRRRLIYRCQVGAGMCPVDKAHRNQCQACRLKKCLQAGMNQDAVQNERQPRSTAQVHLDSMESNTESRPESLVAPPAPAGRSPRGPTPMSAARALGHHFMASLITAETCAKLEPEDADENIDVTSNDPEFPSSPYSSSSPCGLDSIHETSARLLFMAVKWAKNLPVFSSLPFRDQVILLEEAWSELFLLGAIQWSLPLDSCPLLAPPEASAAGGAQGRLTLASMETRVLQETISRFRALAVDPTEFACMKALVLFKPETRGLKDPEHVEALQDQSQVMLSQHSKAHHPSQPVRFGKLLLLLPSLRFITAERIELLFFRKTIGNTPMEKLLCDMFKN
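Test system: GST-NR2E3 and biotin-RetCOR proteins | Quantity: 1.35 nM GST-tagged NR2E3 final | Medium: Tris pH 7.5 | Also added: 7 nM biotin-RetCOR | Dosing: Compound at 4.8 µM, single dose | Timing: 5 h at 4 °C | Detection: Time-resolved FRET | Read-out basis: Percent inhibition | Benchmarks: Biotin wells as high control, 0.6% DMSO wells as low control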
HIF-2a block: HIF-2a inhibition | 786-0 RCC cells HIF-2a reporter, luciferase luminescence, overnight | inhibition, % at 18.8 µM | actives 0.72% (n = 360,000) | AID 624352;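 active = inhibition of the luminescence signal of 40% or more relative to plate controls, in a single-dose primary screen at 18.75 µM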
TRPM1 prom inh: reduces MITF-dependent TRPM1 promoter luciferase signal; SK-MEL-5 TRPM1 promoter luciferase, 24 h; inhibition, % at 12.5 µM; actives 0.83% (n = 330,000);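 active = mean inhibition across replicates of 60% or more, whatever share of single replicates reaches that level; inconclusive = some that reach 60%, reason not given; inactive = mean inhibition across replicates below 60%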; note: values of inactives mirror those of a sister screen read the other way
Granule exo inh: lytic granule exocytosis inhibition; TALL-104 LAMP-1 surface exposure, flow cytometry; cells stimulated with thapsigargin and PMA; inhibition, % at 10 µM; actives 0.66% (n = 360,000);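 active = inhibition above about 55%, limit read from the data; inconclusive = no clear call, values can overlap the other calls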
iPSC survival up: hiPSC single-cell survival enhancement; survival enhancement, % at 20 µM; actives 0.044% (n = 360,000); ATPlite luminescence; 100% = ROCK inhibitor wells, 0% = DMSO; in the data active = survival enhancement above about 18%;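 note: cells exposed to compounds for 16 hours before the ATP read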
PDI inh: inhibitors of human protein disulfide isomerase. P07237. PDI insulin aggregation turbidity, A650, 90 min. inhibition, % at 10 µM. actives 0.052% (n = 350,000);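 active = mean inhibition across replicates of 30% or more, whatever share of single replicates reach that level; inconclusive = mean inhibition below 30% while every single replicate reaches 30%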;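 note: absorbance from insulin aggregation driven by PDI reduction with DTT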
Target sequence (P07237 whole entry, looked up): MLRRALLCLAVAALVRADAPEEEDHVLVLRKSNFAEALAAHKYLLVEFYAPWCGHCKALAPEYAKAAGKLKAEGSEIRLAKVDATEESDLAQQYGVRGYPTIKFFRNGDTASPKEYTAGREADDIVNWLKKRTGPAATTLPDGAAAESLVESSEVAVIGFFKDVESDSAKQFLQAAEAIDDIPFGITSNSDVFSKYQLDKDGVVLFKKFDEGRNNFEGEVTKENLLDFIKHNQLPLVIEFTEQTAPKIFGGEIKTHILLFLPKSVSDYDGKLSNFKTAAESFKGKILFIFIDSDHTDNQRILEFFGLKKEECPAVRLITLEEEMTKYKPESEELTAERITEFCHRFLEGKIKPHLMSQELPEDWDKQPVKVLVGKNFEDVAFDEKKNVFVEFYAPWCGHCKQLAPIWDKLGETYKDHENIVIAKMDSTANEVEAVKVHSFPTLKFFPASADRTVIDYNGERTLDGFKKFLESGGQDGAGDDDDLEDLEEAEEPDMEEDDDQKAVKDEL
CaV13 ICDI inh: Disruptors of the CACNA1D IQ motif to Ca2+-dependent inactivation inhibitor domain association, primary screening, Förster resonance energy transfer in intact living …; HEK cells, CFP/YFP FRET ICDI-IQ, plate reader, 10 min; percent FRET-ratio fall versus neutral wells; inhibition, % at 12.3 µM; actives 0.098% (n = 340,000); AID 743397;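 active = mean replicate inhibition of at least 30% and at least 1% of replicates passing that level; inconclusive = only one of the two criteria is met; inactive = neither criterion is met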;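 note: 0% = median of the neutral control wells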
NR2E3 ag-2: human photoreceptor-specific nuclear receptor agonism. Q9Y5X4. CHO-S Gal4-NCOR/VP16-NR2E3 two-hybrid, luciferase. inhibition of corepressor binding, % at 3.98 µM. actives 0.35% (n = 360,000). AID 602229;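 active = inhibition above the mean of all tested compounds plus 3 SD, cut at about 70% in these data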;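 note: 0% = DMSO with NR2E3 transfected cells and 100% = cells lacking NR2E3 construct; higher means lower luciferase signal from less NR2E3 corepressor binding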
aDG glyco act: increases alpha dystroglycan glycosylation; Pro5-aDG cells, alpha-DG glycosylation AlphaScreen (IIH6); 0% Pro5, 100% B10-LARGE cell signal; activation, % at 10 µM; actives 0.22% (n = 360,000);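 active = activation of at least 8% versus controls, or a plate z-score of at least 8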;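 note: Pro5 are CHO cells carrying HIG-tagged alpha-DG that lacks glycosylation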
* hit, by the source's call; u = inconclusive; x = not tested or not shown.

SMILES	Peg3 promoter	Vif inh	NR2E3 ag-1	HIF-2a block	TRPM1 prom inh	Granule exo inh	iPSC survival up	PDI inh	CaV13 ICDI inh	NR2E3 ag-2	aDG glyco act
COc1ccc(N2CC(C(=O)N3CCN(C(=O)c4ccco4)CC3)CC2=O)cc1 (stereo unspecified)	1	-4	0	0	1	1	-0.2	2	-3	-19	-0.1
CC1CCC/C(=N\Nc2ccc(Cl)c(C(=O)O)c2)C1 (stereo unspecified)	-31	1	0	-35	4	0	-0.3	-7	-1	-84	-0.1
C=CCNC(=O)c1cnc2n(c1=O)CCS2	-2	19	2	9	13	-2	-1.3	11	-5	4	-0.1
Cc1cc(=O)oc2cc(OCC(=O)NCc3ccco3)ccc12	-27	-2	-1	-34	-22	0	-1.4	10	-4	-31	0.0
CCOC(=O)CSc1nc2sc3c(c2c(=O)n1C1CCCCC1)CCN(C)C3	5	-4	0	9	3	-4	-2.3	3	-4	-19	0.2
COc1ccc(-c2cnc3c(NC(C)=O)cc(-c4cc(F)ccc4OC)cn23)cc1OC	32	x	x	-1	x	17	3.4	7	-11	2	-0.1
Cc1ccc(C(=O)NC(NC(=O)c2ccc(C)cc2)c2cccc([N+](=O)[O-])c2)cc1	26	-4	-3	18	12	4	-0.2	16	-3	-9	0.0
CCOc1ccc(C2/C(=C(/O)c3ccc4c(c3)CC(C)O4)C(=O)C(=O)N2CCCn2ccnc2)cc1OCC (stereo unspecified)	6	38	2	3	9	1	0.3	2	-2	-27	0.0
O=C(CSC1=NS(=O)(=O)c2ccccc21)Nc1ccccc1	71*	-2	-2	-52	49	15	-2.4	x	-6	-12	0.2
Cc1ccc(C2c3c(-c4ccccc4O)n[nH]c3C(=O)N2Cc2ccncc2)cc1 (stereo unspecified)	24	7	1	25	27	4	-4.3	2	-6	-19	-0.5

A draw from above in order of length of the SMILES, rising.
SMILES	Peg3 promoter	Vif inh	NR2E3 ag-1	HIF-2a block	TRPM1 prom inh	Granule exo inh	iPSC survival up	PDI inh	CaV13 ICDI inh	NR2E3 ag-2	aDG glyco act
C=CCNC(=O)c1cnc2n(c1=O)CCS2	-2	19	2	9	13	-2	-1.3	11	-5	4	-0.1
CC1CCC/C(=N\Nc2ccc(Cl)c(C(=O)O)c2)C1 (stereo unspecified)	-31	1	0	-35	4	0	-0.3	-7	-1	-84	-0.1
Cc1cc(=O)oc2cc(OCC(=O)NCc3ccco3)ccc12	-27	-2	-1	-34	-22	0	-1.4	10	-4	-31	0.0
O=C(CSC1=NS(=O)(=O)c2ccccc21)Nc1ccccc1	71*	-2	-2	-52	49	15	-2.4	x	-6	-12	0.2
CCOC(=O)CSc1nc2sc3c(c2c(=O)n1C1CCCCC1)CCN(C)C3	5	-4	0	9	3	-4	-2.3	3	-4	-19	0.2
COc1ccc(N2CC(C(=O)N3CCN(C(=O)c4ccco4)CC3)CC2=O)cc1 (stereo unspecified)	1	-4	0	0	1	1	-0.2	2	-3	-19	-0.1
Cc1ccc(C2c3c(-c4ccccc4O)n[nH]c3C(=O)N2Cc2ccncc2)cc1 (stereo unspecified)	24	7	1	25	27	4	-4.3	2	-6	-19	-0.5
COc1ccc(-c2cnc3c(NC(C)=O)cc(-c4cc(F)ccc4OC)cn23)cc1OC	32	x	x	-1	x	17	3.4	7	-11	2	-0.1
Cc1ccc(C(=O)NC(NC(=O)c2ccc(C)cc2)c2cccc([N+](=O)[O-])c2)cc1	26	-4	-3	18	12	4	-0.2	16	-3	-9	0.0
CCOc1ccc(C2/C(=C(/O)c3ccc4c(c3)CC(C)O4)C(=O)C(=O)N2CCCn2ccnc2)cc1OCC (stereo unspecified)	6	38	2	3	9	1	0.3	2	-2	-27	0.0

Following part
SMILES	Peg3 promoter	Vif inh	NR2E3 ag-1	HIF-2a block	TRPM1 prom inh	Granule exo inh	iPSC survival up	PDI inh	CaV13 ICDI inh	NR2E3 ag-2	aDG glyco act
CC1CN(C(=O)CSc2nnc(-c3cccs3)n2N)CC(C)O1 (stereo unspecified)	-8	-2	1	2	0	-2	-0.2	6	-3	3	-0.1
CC(NC(=O)C(C)N1C(=O)c2cccc([N+](=O)[O-])c2C1=O)c1ccccc1 (stereo unspecified)	23	1	6	18	-3	-1	0.4	-3	-21	-4	-0.2
Cc1ccc(S(=O)(=O)Nc2ccc(C(=O)N3CCCC3)cc2)cc1	19	4	3	5	2	-3	0.3	-10	-2	11	-0.4
O=C(Nc1cccc(F)c1)Nc1cnccn1	-26	0	8	-33	-11	0	-0.2	-8	-3	-31	0.1
CC(Sc1nc2c(c(=O)[nH]1)CCCC2)C(=O)Nc1ccc(Br)cn1 (stereo unspecified)	23	0	1	10	-7	-14	-0.4	-8	-2	5	-0.1
Cc1onc(-c2c(Cl)cccc2Cl)c1COC(=O)c1ccc([N+](=O)[O-])cc1	-13	4	2	8	14	-18	0.5	6	-5	-1	2.4
Cc1cccc(CN2CCN(C(=S)Nc3ccccc3)CC2)c1	10	-1	2	8	4	0	-0.2	-5	6	-7	0.1
Cc1ccccc1Nc1c(C)c(C)nc2ncnn12	5	143*	2	15	4	4	0.0	7	1	-21	0.5
CCn1c(SCC(=O)NCc2ccco2)nc2cccnc21	5	21	-2	15	-1	0	0.1	-5	x	-13	0.0
COCCn1c(N)c(N(Cc2ccccc2)C(=O)c2ccc(N3CCCC3=O)cc2)c(=O)[nH]c1=O	-8	-11	x	5	1	14	-1.4	4	-2	-20	-0.1
O=C(Nc1ccccc1C(=O)N1CCCC1)c1ccc(Cl)cc1Cl	8	3	-1	9	-1	-8	0.5	-10	-22	-3	0.1
COC(=O)c1ccc(N=NN2CCOCC2)cc1	-250	9	0	-181	-28	-2	-0.5	0	-15	-106	-0.1
CN(C)c1nc(OCCOC(=O)c2ccccc2)nc(N(C)C)n1	-17	-6	-2	-7	-5	0	1.2	2	-5	-14	0.0
CC1CC(=O)Nc2ccccc2N1S(=O)(=O)c1ccc(F)cc1F (stereo unspecified)	3	-2	0	10	2	-1	-0.3	-1	-14	8	0.1
CC(C)n1cc(C(=O)c2cc(Br)ccc2O)cc(C#N)c1=O	13	-11	-4	9	8	3	0.1	1	-5	-12	0.0
CCOc1ccc(N/C(N)=N/c2nc(CSc3nnc(C)s3)cc(=O)[nH]2)cc1	8	u	3	18	22	0	-0.6	1	-1	-23	0.0
CCNC(=O)C1CCCN(Cc2cc(-c3ccccc3)on2)CC1 (stereo unspecified)	-10	-6	x	-24	x	8	-0.2	-1	-7	1	0.0
CC(Nc1ncnc2nc[nH]c12)c1ccccc1 (stereo unspecified)	14	x	2	-11	x	-2	-1.1	-10	-6	5	0.0
CCOC(=O)N1CCN(C(=O)c2c(N)no[n+]2[O-])CC1	15	8	0	18	-15	2	-0.8	1	x	-10	-0.2
Cc1nnc(SCC(=O)Nc2cccc([N+](=O)[O-])c2)n1CC1CCCO1 (stereo unspecified)	10	-4	7	24	3	-4	1.0	1	-5	-22	-0.1
COCc1c(C(=O)N2CCN(S(=O)(=O)c3ccccc3Cl)CC2)oc2ccccc12	17	22	3	6	8	1	0.3	-8	-3	-4	0.0
CCN(CC)C(=O)CSc1nnc(SC(C)C(=O)NC2CC2)s1 (stereo unspecified)	4	-1	x	9	7	5	0.0	3	-6	-3	0.2
Cc1ccc(-c2ccc(=O)n(CC(=O)NCCCN3CCCCC3)n2)cc1	5	-6	2	4	-3	-1	0.1	-3	-10	-4	-0.3
O=[N+]([O-])c1ccc(-c2cnc(SC(c3ccccc3)c3ccccc3)[nH]2)cc1	53*	-6	4	9	0	4	0.0	-8	-6	28	1.5
COc1ccc(CCNC(=O)CN(C)S(=O)(=O)c2cccs2)cc1	-17	-4	4	-10	-3	3	-1.6	12	-5	-21	0.1
CCCCCCCNC(=O)C1(CC2CC(c3cccc(Br)c3)=NO2)CCNCC1 (stereo unspecified)	99*	3	-1	-74	99*	-2	-5.5	-2	-11	0	-0.4
COc1cc(C(=O)NCc2nc(C)cs2)ccc1OC1CCN(C(C)=O)CC1	6	-7	-4	12	3	3	0.0	16	-5	-24	-0.1
Cc1onc(-c2ccccc2Cl)c1C(=O)N1CCCCC1C(=O)O (stereo unspecified)	7	5	1	-7	-1	-5	5.0	6	15	6	0.0
Cc1ccc2c(C(=O)CN3CCSCC3)c(C)[nH]c2c1	-10	7	-1	-14	0	-2	-0.1	0	-6	-16	0.1
Cc1nn(C)cc1/C=N/NC(=S)Nc1ccc(Cl)cc1Cl	-50	1	0	-77	-9	1	1.6	-6	-4	-37	-0.1
Nc1ccccc1C(=O)Nc1nccs1	-149	-6	3	-127	-35	-2	2.3	-6	13	-18	0.1
COc1ccccc1-n1ccnc(SCC(=O)NCc2ccccc2Cl)c1=O	-29	-3	0	-57	-10	-5	0.4	2	-2	-11	0.1
O=C(Nc1cc(S(=O)(=O)N2CCOCC2)ccc1N1CCCC1)c1ccc2c(c1)S(=O)(=O)c1ccccc1C2=O	10	-3	5	20	16	0	-0.6	-4	-7	-10	-0.6
O=[N+]([O-])c1ccccc1/C=C/C=N/Nc1ccc(S(=O)(=O)Nc2ccc(Cl)cc2)cc1[N+](=O)[O-]	36	-4	-1	16	28	-13	0.1	8	-3	11	0.4
O=C(NCc1cccc(C(F)(F)F)c1)c1cccc(Cl)c1Cl	-18	2	2	-4	-9	-7	-0.1	3	-3	-17	0.8
CC(C)CCNC(=O)CO/N=C/c1ccccc1OC(F)F	12	-1	0	11	-4	-1	4.0	-1	-5	10	-0.2
Clc1c(OCCCn2ccnc2)ccc2ccccc12	-81	-7	3	-140	-19	4	0.1	-3	-3	-23	0.8
CCN1CCN(C(=O)c2cc3sccc3n2CC(=O)c2ccccc2)CC1	17	6	0	15	13	-1	-1.2	-6	-9	-21	-0.2
O=C(Nc1ccc(C(=O)N2CCCCC2)cc1)[C@H]1O[C@@H](n2ccc(=O)[nH]c2=O)[C@H](O)[C@@H]1O	8	x	x	16	x	-3	0.4	x	-3	3	0.1
CCOC(=O)N(O)c1ccc(C=Cc2ccccc2)cc1	-81	0	x	-25	-56	16	-0.4	2	-5	30	1.3
CCCc1nn2c(=O)cc(CSCC(=O)Nc3ccc(OC)cc3)nc2s1	4	-24	0	18	1	-1	-0.5	0	-15	-36	0.1
